HIV RNase H inh = inhibitors of HIV-1 reverse transcriptase RNase H | P04585 | RT-RNase H RNA/DNA duplex cleavage, fluorescence | inhibition, % at 10 µM | 1.9% of 65,000 active | AID 565; in the data active = inhibition above about 50%
RmlCD inh mix = mixture blocks RmlC and RmlD coupled enzyme activity; 0.39% of 110,000 active; AID 1532; RmlC/RmlD coupled enzyme inhibition, 384-well mixture HTS; inhibition, % at 5.5 µM; in the data active = inhibition above about 30%, passing the limit was not always enough; note: strong numbers were not always called active
* hit, by the source's call; x = no result given. Not all compounds are listed; rates above refer to the full screens.

SMILES	HIV RNase H inh	RmlCD inh mix
CC(=O)c1c(C)[nH]c(C(=O)CSc2nnc(C3CCCCC3)n2N)c1C	15	-3
COc1ccc(C/C(N)=N/OC(=O)Cc2ccccc2)cc1	x	-7
CCc1nn(CC(=O)NCCCN2CCCC2=O)c(=O)c2cc3sccc3n12	-7	1
CCOC(=O)Cc1ccc(NC(=O)c2ccc(C(C)(C)C)cc2)cc1	x	-11
CC(=O)c1cccc(NC(=O)N2CCCC2C(=O)Nc2cccc(C)c2C)c1 (centres undefined)	-2	32
Cc1ccc(C(=O)CSc2nnc(-c3ccc4[nH]c(C)c(C)c4c3)o2)cc1C	x	3
O=C(Cc1cccs1)N(Cc1cccs1)C1(C(=O)NC2CCCC2)CCCCC1	x	-8
Cc1nc2ccccc2c(=O)n1-c1cccc(O)c1	-6	5
COCCCN1C(=O)C(O)=C(C(=O)c2ccco2)C1c1cccc(Br)c1 (centres undefined)	-1	13
CCCC(=O)Nc1ccc(S(=O)(=O)N2CCOCC2)cc1	x	5
COC(=O)Nc1ncc(CN2C(=O)c3ccccc3C2=O)s1	-35	3
COc1ccc(N(C(=O)c2ccc(Cl)cc2)C2=CC3CCC(C2)N3C)cc1 (centres undefined)	x	11
CCCc1nnc(NC(=O)CCC(=O)NCc2ccccc2OC)s1	x	-9
COC(=O)c1ccc(N2C(=O)CC(N3CCC(n4c(=O)[nH]c5ccccc54)CC3)C2=O)cc1 (centres undefined)	19	9
CC1CCCCC1NC(=O)c1ccc(S(=O)(=O)NCc2ccco2)cc1 (centres undefined)	-4	-15
O=C(OCN1C(=O)c2ccccc2C1=O)c1ccc2c(=O)n3c(nc2c1)CCC3	-27	x
Cc1ccc2nc(NCCO)nc(-c3ccccc3)c2c1	-21	x
COc1ccc(C(=O)CSc2nnc(-c3ccoc3C)n2CC2CCCO2)cc1 (centres undefined)	6	7
O=S(=O)(c1ccccc1)N1CCC(N2CCN(c3ccccc3)CC2)CC1	6	x
Nc1nnnn1CC(=O)OCc1cccc(Br)c1	-14	14
Cc1cccc(OCC(=O)N(Cc2cccs2)C2CCS(=O)(=O)C2)c1 (centres undefined)	-2	69
O=C1CC(c2ccco2)CC(O)=C1C=Nc1ccc(Br)cc1 (centres undefined)	x	10
O=C(Nc1cc2c(oc1=O)CCCC2=O)c1ccccc1	x	11
CC(=O)CSc1nc2ccccc2s1	x	1
COc1ccc(-c2nnn(CC(=O)NCc3ccccc3)n2)cc1OC	x	-1

(next part)
SMILES	HIV RNase H inh	RmlCD inh mix
CCn1c(C(=O)N2CCc3ccccc3C2)cc2oc3ccccc3c21	x	-4
CS(=O)(=O)NC1c2cccc3cccc(c23)C1N1CCOCC1 (centres undefined)	-16	5
CCCn1c(NC(=O)c2ccc(Br)cc2)nc2ccccc21	x	-35
NC(=O)CC(NC(=O)c1ccccc1)c1ccc(NCCc2ccc(Cl)cc2)c([N+](=O)[O-])c1 (centres undefined)	x	7
CCCc1cc2c(c(NC(C)=O)n1)c(=O)oc1ccccc12	-18	-11
CCOC(=O)Cc1cc(=O)[nH]c(/N=C(\N)Nc2ccc(C)cc2C)n1	x	-7
Cc1cc2c(c(=O)o1)C(C13C=CC(CC1)C3)C(C#N)=C(N)O2 (centres undefined)	1	-17
O=C(Nc1ccccc1)NC1CCS(=O)(=O)C1 (centres undefined)	x	6
CC1(C)CC2(CCO1)N1CC3(C)CN2CC(C)(C1)C3O (centres undefined)	3	13
CCCCN(C)/C=N/c1c(C#N)cnn1-c1ccc(C)cc1	x	-10
O=C1c2ccccc2C(=O)N1Cc1nn2c(-c3ccc(Cl)cc3)nnc2s1	-8	-3
O=C(NCc1ccco1)C1CC(c2cccc([N+](=O)[O-])c2)=NO1 (centres undefined)	x	4
CCOc1ccc(-c2nnn(CC(=O)Nc3cccc(OC)c3)n2)cc1OCC	3	-11
Cc1nc(C)n(CC(O)COc2ccc3ccccc3c2)n1 (centres undefined)	-12	14
CCn1cnc2c1c(=O)n(CC(=O)Nc1ccc3c(c1)OC(F)(F)O3)c(=O)n2Cc1ccccc1	x	5
CC(C)CCNC(=O)C(c1ccco1)N(C(=O)Cn1nnc2ccccc21)c1ccc2c(c1)OCO2 (centres undefined)	-9	x
O=C(Nc1cc(C(F)(F)F)ccc1N1CCCC1)c1cccnc1	44	-7
CCn1c(CNC(=O)C23CC4CC(CC(C4)C2)C3)nnc1SCC(=O)Nc1nnc(C)s1	0	-10
CC1CCCCN1CC(=O)c1ccc2cc[nH]c2c1 (centres undefined)	2	x
O=C(C(c1ccccc1)c1ccccc1)N1CCC(c2nc(-c3ccccc3Cl)no2)CC1	x	-8
CC(Oc1ccc(Cl)cc1Cl)C(=O)NCCCN1CCOCC1 (centres undefined)	-1	-12
COc1ccccc1CC(=O)O/N=C(\N)Cc1cccc2ccccc12	x	-14
COC(=O)c1cccc(C23CC4(C2)[C@H](CN(Cc2ccc(-c5ccccc5)cc2)[C@@H]4c2ccccc2)C3c2ccccc2)c1 (some centres undefined)	x	-10
CCC(=O)N1CCc2cc(S(=O)(=O)N3CCN(C(=O)c4ccco4)CC3)ccc21	-1	6
CCCOC(=O)c1ccc(Oc2cn[nH]c2-c2ccc(OC)cc2O)cc1	8	x

Carrying on.
SMILES	HIV RNase H inh	RmlCD inh mix
CC(NC(=O)Nc1ccccn1)N1C(=O)C2C3C=CC(C3)C2C1=O (centres undefined)	4	x
CCCCCSc1nnc2c(n1)OC(C)N(C(C)=O)c1ccccc1-2 (centres undefined)	-6	9
CN(C)C=NC1=NN(c2cccc(C(F)(F)F)c2)CC1	x	-3
O=C(COC(=O)C1(c2ccccc2F)CCCC1)NC1CCS(=O)(=O)C1 (centres undefined)	-10	-211
COc1ccc2cc(-c3nc4ccccc4n3C)c(=O)oc2c1	x	31*
CC(=O)N1CCc2cc(C(=O)CN3CCCCC3)ccc21	2	x
NC(=O)CSc1nc(-c2ccccc2)c(-c2ccccc2)o1	x	-12
CNC(=O)C1CC(=O)N(c2ccc(F)c(Cl)c2)C1 (centres undefined)	-5	-4
COC(=O)C1=C(C)N(C(C)C)C(=O)C1(NC(=O)C1CCCCC1)C(F)(F)F (centres undefined)	x	-10
O=C(Nn1cc(C(=O)N2CCN(c3ccccc3F)CC2)c2ccccc2c1=O)c1cnccn1	-2	x
CCCN(c1ccc(C(C)C)cc1)S(=O)(=O)c1c(C)[nH]c(=O)[nH]c1=O	-1	-7
CCOC(=O)C(Cc1ccccc1)C(=O)Nc1nccs1 (centres undefined)	-9	6
Cn1c(NC(=O)c2ccccc2F)cc(=O)n(C)c1=O	27	5
CC1=C(C(=O)Nc2ccccc2)SCCO1	-10	6
CC1(C)CC(=O)c2sc(NC(=O)CN3C(=O)CCC3=O)nc2C1	-13	11
CC(OC(=O)c1cc2sccc2n1C)C(=O)NCc1ccc2c(c1)OCO2 (centres undefined)	-7	-12
CCCn1c2ccccc2c2nnc(SCC(=O)Nc3cc(C)on3)nc21	x	-5
O=C(Nc1cccnc1)c1cccs1	-8	-5
COC(=O)c1c(NC(=O)CN2CCN(c3ccccc3)CC2)c2c(C)cccc2n1C	1	35
Cc1ccc(CNC(=O)CCCC(=O)O)cc1	x	8
N#C/C(=C1\CCCN1)c1ccc2ccccc2n1	-57	x
Cc1ccccc1NC(=O)CSc1nnc(-c2ccccc2)n1-c1ccccc1	x	-11
COc1cccc(C(=O)C2CN(c3ccccc3)CC2c2ccc(Cl)cc2)c1 (centres undefined)	x	9
CCOc1ccc(S(=O)(=O)n2nnc3ccccc32)cc1C(C)C	-17	-6
COc1cc(/C=N/n2cnnc2)ccc1OC(=O)c1ccncc1	-8	53

The listing continues:
SMILES	HIV RNase H inh	RmlCD inh mix
COc1cc(C2Sc3ccccc3NC3=C2C(=O)OC3)cc(OC)c1OC (centres undefined)	x	10
CCOC(=O)Nc1oc2ccccc2c(=O)c1C	x	-9
O=C(NCc1ccco1)c1ccccc1-c1ccccc1	x	2
CC(C)c1ccc(-c2nc(N3CCCCC3)[nH]c(=O)c2C#N)cc1	-1	22
Cc1cnc(NC(=O)c2ccco2)s1	2	3
Cc1ccc(OCC(=O)N2CCC(N3CCCCCC3)CC2)cc1	2	-5
CN(C)C(=O)CSc1nnc(C23CC4CC(CC(C4)C2)C3)o1	1	7
Cc1cc(NC(=O)CSc2cn(CCNC(=O)c3ccccc3)c3ccccc23)no1	-24	-1
COc1ccc(NC(=O)CN2CCN(C3c4ccccc4-c4ccccc43)CC2)c(OC)c1	-1	-9
CC1(C)CC(=O)c2cc(OCC(=O)N3CCOCC3)ccc2O1	x	25
Cc1ccc(S(=O)(=O)Cn2nnnc2CN(Cc2ccco2)Cc2cccs2)cc1	-3	8
Cc1cccc(C)c1OCC(=O)Nc1cccc(NC(=O)c2ccco2)c1	-3	-4
Cc1ccc(Cl)cc1N1CCN(C(CC(C)C)c2nnnn2CC2CCCO2)CC1 (centres undefined)	3	-16
CCCN(CCC)c1nc2ccccc2nc1C(C#N)C(=O)OC(C)COC (centres undefined)	-10	-3
CCc1ccccc1NC(=O)CCN1C(=O)c2ccccc2C1=O	x	-21
O=C(O)C1C2C=CC(C2)C1C(=O)OCc1ccccc1 (centres undefined)	-13	8
O=C(CCc1nc2cccnc2n1Cc1ccccc1)N1CCOCC1	x	1
COc1ccc2c(c1)C(=O)N(c1ccccc1OC)C(=O)C2(C)C	-10	10
Cn1c(=O)oc2cc(S(=O)(=O)NCc3ccccn3)ccc21	2	-6
Cc1c(C(=O)NCc2ccc3c(c2)cc(C)n3C)cccc1[N+](=O)[O-]	x	0
CC1CCN(CC(=O)N2c3ccccc3CCc3ccccc32)CC1	-2	14
CCc1ccc(-c2cc(C(=O)NN3CCOCC3)c3ccccc3n2)cc1	x	-9
CC(=O)Nc1ccc2c(c1)ncn2C	x	3
O=C(Oc1ccnc2cc(Cl)ccc12)N1CCCCCC1	-30	-9
CC1CCN(C(=S)NC(=O)c2ccccc2)CC1	x	-5

Other entries follow.
SMILES	HIV RNase H inh	RmlCD inh mix
Cc1ccc2nc(NC(=O)c3ccc4ncsc4c3)sc2c1	x	-13
COCCCn1c(SCc2cc(=O)[nH]c3ccccc23)nnc1-c1ccco1	-2	-13
O=c1[nH]c(=O)n(Cc2ccccc2)c(O)c1C=Nc1ccc(CN2CCOCC2)cc1	7	-2
CCO[C@@H]1OC(C(=O)O)=C[C@H](c2coc3ccccc3c2=O)[C@H]1CCCO	x	-2
C=CCOn1c(=O)c(=O)n(OCc2ccccc2)c2ccccc21	-6	-16
Cc1c(C(=O)O)[nH]c2c1C(=O)CC(c1ccccc1)C2 (centres undefined)	-4	-14
COc1ccc(C(=O)Nc2ccc(S(=O)(=O)Nc3nccnc3OC)cc2)cc1OC	1	x
Cc1ccc(-n2ncc(C(=O)NCc3ccc4c(c3)OCO4)c2NC(=O)c2ccco2)cc1C	0	-16
O=C(NCc1cccnc1)C1c2ccccc2C(=O)N1Cc1ccco1 (centres undefined)	15	-7
CCN(CC)C(=O)Nc1c(C)n(C)n(-c2ccccc2)c1=O	x	1
O=c1cc(N2CCc3ccccc3C2)[nH]c(=O)n1-c1ccccc1Cl	x	-9
O=c1c(/C=N/O)coc2ccc3ccccc3c12	-25	-4
CCn1c(N2CCN(CC(=O)Nc3cccc(C)c3C)CC2)nc2ccccc21	-12	-10
O=C(C1CCN(S(=O)(=O)c2cnc[nH]2)CC1)N1CCN(c2ncccn2)CC1	-10	-14
O=C(NCCNc1ccc([N+](=O)[O-])cc1C(F)(F)F)c1ccccc1F	x	13
COCCN1C=C(C(=O)OC)C(c2ccc(OC)c(OC)c2)C(C(=O)OC)=C1	-4	7
C#Cc1ccc([C@H]2C=C(C(=O)Nc3ccccc3)O[C@@H](OCc3ccc(CO)cc3)C2)cc1	x	5
COc1ccc(N2C(=O)CCC(C(=O)Nc3cccc(C)n3)C2c2ccc(OC)c(OC)c2)cc1 (centres undefined)	-6	5
